Screening results from PubChem BioAssay.
KCNQ1 pot: potentiators or activators of human KCNQ1 potassium channel | actives 0.35% (n = 310,000) | B-score at 10 µM | AID 2648 | CHO-K1 KCNQ1, thallium flux FluxOR fluorescence; active compounds read high | P51787;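 active = fluorescence ratio B-score, a plate-corrected score, at least three library SD, with initial intensity B-score within 5 SD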
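Material: CHO-K1 cells stably expressing KCNQ1. Medium: assay buffer for compound exposure, DMSO matched across wells. Reagent: K+/Tl+ depolarizing stimulus. Compound dosing: single-concentration screen. Times: 37 °C overnight plating, 90-min dark dye load, 20-min compound pretreatment. Technique: FluxOR Tl+ flux fluorescence.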
hERG protect: compounds protecting human hERG from proarrhythmic drug block. AID 1511. activation (rescue from dofetilide block), less the hit threshold, % at 10 µM. CHO-hERG, FluxOR thallium flux, dofetilide IC70 present. actives 0.51% (n = 310,000). Q12809;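 active = activation above the mean of controls blocked by dofetilide plus 5 SD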;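 note: thallium influx through hERG after potassium depolarization seen as dye fluorescence rise; in these data hits start at about 4.7%; inactives centre near -7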
RGS4 inh: inhibitors of human RGS4; HEK293 M3R/RGS4 inducible, Fluo-4 calcium flux; active compounds read high; triggered by carbachol at its EC20; B-score at 10 µM; actives 0.45% (n = 310,000); AID 463165;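 active = B-score, a plate-corrected calcium signal, over three deviations above library mean, with baseline fluorescence within five deviations of library mean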;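 note: RGS4 expression induced by doxycycline in cells with stable M3 receptor; B-score is computed from the integrated fluorescence ratio over baseline after carbachol; higher B-score means a larger calcium signal and so more RGS4 inhibition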
Target sequence (P49798 whole entry, looked up): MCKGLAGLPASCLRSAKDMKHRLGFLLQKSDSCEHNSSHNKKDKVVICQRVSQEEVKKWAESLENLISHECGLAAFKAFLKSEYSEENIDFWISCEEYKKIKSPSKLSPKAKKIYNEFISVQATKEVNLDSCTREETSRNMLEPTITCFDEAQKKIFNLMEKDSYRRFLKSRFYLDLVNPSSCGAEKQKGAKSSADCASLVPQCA
KCNK3 inh: human KCNK3 channel inhibition, primary screen; O14649; CHO-KCNK3 thallium flux, FluxOR fluorescence; active compounds read low; B-score at 10 µM; actives 0.84% (n = 340,000); AID 602410;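 active = B-score under library mean minus 4 SD, starting fluorescence ratio at most library mean plus 5 SD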;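 note: more negative B-score means stronger inhibition of thallium flux through KCNK3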
KCNQ1 block: blocks the human KCNQ1 potassium channel; CHO-K1 KCNQ1, FluxOR thallium flux fluorescence; active compounds read high; B-score at 10 µM; actives 1.3% (n = 310,000); AID 2642;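 active = compounds whose thallium flux B-score, printed positive for inhibition, exceeds three library SD while starting fluorescence stays within three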;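 note: channel opened by potassium depolarization with thallium stimulus after 20 min compound exposure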
RGS4 pot: potentiators or activators of RGS4 | HEK293 M3R/inducible RGS4, carbachol calcium flux Fluo4; active compounds read low | B-score at 10 µM | actives 0.92% (n = 310,000) | AID 463111;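 active = B-score of the integrated calcium signal more than 4 SD below the library mean, with starting fluorescence not abnormally high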;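 note: negative B-score means reduced calcium response which marks RGS4 activation or potentiation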
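Assay system: HEK293 FlpIn-TREx cells, stable M3R, doxycycline-inducible RGS4 / Probe or stimulus: carbachol, ECmax concentration / Times: overnight RGS4 induction, 30 min dye load 37 °C, 20 min compound RT / Signal: kinetic calcium fluorescence imaging with Fluo4-AM dye, 2 µM / Measure: Agonist-evoked peak-minus-minimum fluorescence over baseline, integrated ratio, B score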
PolyA inhibitor: blocks polyadenylation in yeast reporter cells. actives 0.02% (n = 300,000). S. cerevisiae SKY197-pL101 polyadenylation reporter, beta-gal luminescence; efflux-impaired pdr1/pdr3 knockout yeast; score 100 = 6 SD above DMSO. AID 1875. calls only at 12 µM;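 active = lowest replicate activity score at least 50, where 100 means six control SD above control mean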;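 note: yeast exposed to compound for 9 h at 30 °C; higher score means more reporter readthrough which indicates perturbed polyadenylation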
GSK3A inh: human GSK-3 alpha kinase inhibition; P49840; ADP-Glo luminescence, 60 min; inhibition, % at 10 µM; actives 0.1% (n = 320,000); AID 2650;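 in the data active = inhibition above about 50%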;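 note: GST-tagged GSK-3 alpha with peptide substrate and 25 µM ATP; 0% = DMSO neutral wells and 100% = GW8510 positive control wells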
GSK3beta inhib: human GSK3beta kinase inhibition | P49841 | GST-GSK3beta kinase, ADP-Glo luminescence, 60 min; active compounds read low | activity score (negative = inhibition), % at 10 µM | actives 0.038% (n = 300,000) | AID 2097;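 active = more than half of replicate wells score below -50%, meaning over 50% inhibition versus plate controls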;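 note: 0% = median DMSO wells and -100% = median GW8510 positive control wells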
Target sequence (P49841 whole entry, looked up): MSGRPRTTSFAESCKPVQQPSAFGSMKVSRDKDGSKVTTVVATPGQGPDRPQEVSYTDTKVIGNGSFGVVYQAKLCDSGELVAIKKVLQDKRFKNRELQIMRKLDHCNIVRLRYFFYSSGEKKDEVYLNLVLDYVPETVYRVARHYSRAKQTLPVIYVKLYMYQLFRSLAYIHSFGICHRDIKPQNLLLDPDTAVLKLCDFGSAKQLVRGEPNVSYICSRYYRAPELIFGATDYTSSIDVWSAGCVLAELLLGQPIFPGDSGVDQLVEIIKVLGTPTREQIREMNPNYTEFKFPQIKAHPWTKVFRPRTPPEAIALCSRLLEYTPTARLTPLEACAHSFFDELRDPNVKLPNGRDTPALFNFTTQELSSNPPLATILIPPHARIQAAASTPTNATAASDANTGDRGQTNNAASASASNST
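Test system – GST-tagged human GSK3beta kinase, cell-free · Incubation – 60 min enzyme reaction, room temperature · Signal – ADP-Glo luminescence · Also added – peptide substrate and ATP at 25 µM · Controls – DMSO neutral wells and GW8510 at 20 µM as positive · Buffer or medium – Tris/MgCl2 kinase buffer · Measure – Luminescence-derived activity versus plate DMSO and GW8510 wells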
DYRK1A inh: blocks rat Dyrk1A kinase activity; Q63470; ADP-Glo luminescence, NFATc1 peptide; inhibition, % at 12.5 µM; actives 0.43% (n = 310,000); AID 504441; in the data active = inhibition above about 50%;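 note: plate controls were vehicle with enzyme for no effect and no enzyme for full effect; many of its hits are not listed in these tables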
KCNK9 inh: human KCNK9 channel inhibition; Q9NPC2; HEK293 KCNK9, FluxOR thallium flux fluorescence; active compounds read low; B-score at 10 µM; actives 1.2% (n = 310,000); AID 488922;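 active = ratio B-score over 3 SD below the library mean, with starting fluorescence within 5 SD of its mean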;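 note: negative B-score means less thallium flux so channel inhibition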
Target sequence (Q9NPC2 whole entry, looked up): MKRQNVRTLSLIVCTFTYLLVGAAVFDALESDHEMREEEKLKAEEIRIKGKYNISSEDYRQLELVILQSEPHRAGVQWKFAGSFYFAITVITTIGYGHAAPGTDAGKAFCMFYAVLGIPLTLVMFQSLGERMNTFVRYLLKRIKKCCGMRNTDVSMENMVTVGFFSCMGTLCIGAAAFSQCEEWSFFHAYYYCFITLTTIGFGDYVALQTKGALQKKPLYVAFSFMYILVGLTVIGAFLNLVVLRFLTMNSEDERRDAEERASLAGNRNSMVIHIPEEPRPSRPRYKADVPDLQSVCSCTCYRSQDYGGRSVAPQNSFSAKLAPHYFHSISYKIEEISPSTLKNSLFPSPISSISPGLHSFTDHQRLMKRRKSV
The depositor's hits bear a star; i = inactive; x = no result given. A portion of the library, so the mix of outcomes need not match the whole.

SMILES	KCNQ1 pot	hERG protect	RGS4 inh	KCNK3 inh	KCNQ1 block	RGS4 pot	PolyA inhibitor	GSK3A inh	GSK3beta inhib	DYRK1A inh	KCNK9 inh
c1ccc(-c2ccc(C3=Nn4c(Cn5nnc6ccccc65)nnc4SC3)cc2)cc1	i	-6	i	i	i	i	i	-2	-7	2	i
Cc1nnc(SCC(=O)n2c3c(c4ccccc42)CCCC3)s1	i	-6	i	i	i	i	i	-3	1	-7	i
COc1ccc2c(c1)CCc1c(C(=O)N3CCc4ccccc4C3)noc1-2	i	-15	i	i	i	i	i	-1	1	x	i
COc1ccc(NC(=O)CSc2ccccn2)cc1	i	-5	i	i	i	i	i	4	x	-6	i
CN(CC(=O)Nc1ccc(N2CCOCC2)cc1)CC(=O)Nc1ccc([N+](=O)[O-])cc1Br	i	-10	i	i	i	i	i	9	-1	5	i
CCC(O)(CC)C(=O)N/N=C/c1cc(Br)cc(Br)c1O	i	-7	i	i	i	i	i	-2	1	2	i
CCOc1ccc(-c2nnn(CC(=O)Nc3ccccc3OC)n2)cc1OCC	i	-7	i	i	i	i	i	-2	-2	1	i
O=C(N/C(=C\c1cccc([N+](=O)[O-])c1)C(=O)N1CCCCC1)c1cccs1	i	-7	i	i	i	i	i	-1	2	2	i
CCCNC(=O)c1cc(-c2ccc(Br)cc2)on1	i	-8	i	i	i	i	i	0	-3	-6	i
COc1ccc(NC(=O)c2sccc2C)c([N+](=O)[O-])c1	i	-6	i	i	i	i	i	0	-2	3	i
COC(=O)c1ccc(NC(=S)NC2CCCCC2C)cc1 (configuration not stated)	i	-7	i	i	i	i	i	-1	0	-8	i
C=C(C)C1CC=C(C)/C(=N/NC(=O)CNc2ccc(OCC)cc2)C1 (configuration not stated)	i	-9	i	i	i	i	i	0	-4	31	i
Cc1ccc(C(=O)N/N=C/c2c[nH]c3ccccc23)o1	i	-2	i	i	i	i	i	-1	4	-5	i
Cc1ccccc1S(=O)(=O)Nc1nc2ccccc2nc1N1CCOCC1	i	-6	i	i	i	i	i	0	1	22	i
O=C(OCc1nc2scc(-c3ccccc3)c2c(=O)[nH]1)c1cc([N+](=O)[O-])ccc1Cl	i	-4	i	i	i	i	i	-1	2	-3	i
O=C(Nc1cccnc1)c1ccc2c(c1)OCO2	i	-10	i	i	i	i	i	24	2	1	i
CCOC(=O)c1cnc(SC)nc1N1CCCC1	i	1	i	i	i	i	i	-3	3	-4	i
Cc1cc(C)c2nc(NNC(=O)c3ccc(S(=O)(=O)N4CCc5ccccc5C4)cc3)sc2c1	i	-10	6.5*	i	i	i	i	-2	1	6	i
O=C(NC(C(=O)N/N=C/c1cccc2ccccc12)c1n[nH]c(=O)c2ccccc12)c1ccccc1 (configuration not stated)	i	-7	14*	i	i	i	i	-1	2	3	i
COc1ccccc1N1CCN(C(=O)Nc2ccc([N+](=O)[O-])cc2)CC1	i	-5	i	i	i	i	i	-1	-3	4	i
COc1cccc(N2C(C(C)=O)=NN(c3ccccc3)C2c2ccc(N3CCOCC3)cc2)c1 (configuration not stated)	i	-14	i	i	i	i	i	8	-2	1	i
COc1cc(/C=N/NC(=O)c2ccncc2)ccc1Oc1ccc([N+](=O)[O-])cn1	i	-12	i	i	i	i	i	-1	2	-4	i
Cc1cccc(CCNC(=O)C2CCCN(c3cnccn3)C2)c1 (configuration not stated)	i	-8	i	i	i	i	i	x	-2	-2	i
CC(C(=O)Nc1ccc2c(c1)OCCO2)N1CCN(C(=O)c2ccco2)CC1 (configuration not stated)	i	-8	i	i	i	i	i	0	-1	3	i
CN(C)c1ccc([N+](=O)[O-])cc1C(=O)O	i	-8	i	i	i	i	i	-3	3	-1	i
O=C(c1cc(-c2cccc(O)c2)on1)N1CCCC1	i	0	i	i	i	i	i	-1	-20	9	i
COc1ccc2c(CCNC(=O)c3ccco3)c[nH]c2c1	i	-9	i	i	i	i	i	-1	0	-3	i
Cc1ccc(NCc2nnc(SCCN3CCCCC3)n2CC2CCCO2)cc1Cl (configuration not stated)	i	-17	i	i	i	i	i	3	-3	1	i
CCC(CC)C(=O)Nc1nnc(S(=O)(=O)N2CCCC2)s1	i	-5	i	i	i	i	i	1	-2	12	i
Cc1ccc(F)cc1CNC(=O)C1CCC(=O)N(C2CC2)C1 (configuration not stated)	i	-1	i	i	i	i	i	1	2	10	i
CC(=O)N(C)c1ccc(NC(=O)C(F)(F)F)cc1	i	2	i	i	i	i	i	2	4	1	i
Clc1ccc(COc2ccccn2)cc1Cl	i	-4	i	i	i	i	i	x	0	-4	i
Cn1c(/C=C/c2ccc(Cl)cc2Cl)c([N+](=O)[O-])c(=O)n(C)c1=O	i	-7	i	i	i	i	i	-4	1	-1	i
Cn1c(=O)c(=O)n(C)c2cc(S(=O)(=O)CCC(=O)Nc3cccc(C(F)(F)F)c3)ccc21	i	-5	i	i	i	i	i	1	-1	x	i
O=C(Oc1ccccc1)N1CCN(c2ccc(F)cc2)CC1	i	-4	i	i	i	i	i	-1	1	0	i
CCOC(=O)N1CCN(C(=O)c2c(-c3c(Cl)cccc3Cl)noc2C)CC1	i	-11	i	i	i	i	i	0	x	-1	i
CC(=O)c1ccc(-c2cccs2)s1	i	1	i	i	i	i	i	0	-4	-5	i
CC(CCC(=O)O)C1CCC2C3CCC4C[C@H](O)CCC4(C)C3CC(=O)C12C (some centres not stated)	i	-8	i	i	i	i	i	7	2	7	i
O=C(O)c1sccc1Oc1ccc(NS(=O)(=O)c2ccccc2)cc1	i	-4	i	i	i	i	i	0	2	1	i
Cc1ccccc1-c1nnc(SCCOc2ccc3c(C)cc(=O)oc3c2)o1	i	-4	i	i	i	i	i	16	-29	-6	i
Cc1cc(C)nc(-n2nc(C)cc2Nc2ccccc2)n1	i	-8	i	i	i	i	i	-5	-2	x	i
O=C(Nc1cccc(Cl)c1Cl)c1cc(S(=O)(=O)NCCc2ccccc2)ccc1F	i	-3	i	i	i	i	i	-2	-1	1	i
CCOC(=O)c1ccc(-n2[nH]c(-c3ccccc3)cc2=O)cc1	i	-28	i	i	i	i	i	1	3	-10	i
CCCOC(=O)c1ccc(NC(=O)C2CCCO2)cc1 (configuration not stated)	i	0	i	i	i	i	i	0	2	0	i
O=C(COC(=O)Cn1cnc2ccccc21)Nc1cccc(S(=O)(=O)N2CCOCC2)c1	i	-7	i	i	i	i	i	0	1	-2	i
CCOc1ccc(-n2c(SCc3nc(-c4ccc(C)cc4)no3)nnc2-c2ccncc2)cc1	i	-13	i	i	i	i	i	-2	1	-2	i
S=C(NCCCc1ccccc1)Nc1ccccc1Cl	i	-22	i	i	7*	i	i	-7	2	6	i
O=C1CC(=O)N2N=C(c3ccc([N+](=O)[O-])cc3)SC2=N1	i	-2	i	i	i	i	i	0	2	-4	i
COc1ccc(OC)c(NC(=O)COc2ccc(S(=O)(=O)NC(C)C)cc2)c1	i	1	i	i	i	i	i	-1	1	3	i
CC(C)CSc1nc2ccccc2[nH]1	i	2	i	i	i	i	i	-1	0	1	i
Cc1cc(N(C)C)ccc1[N+](=O)[O-]	i	4.7*	i	i	i	i	i	-1	3	1	i
COc1ccc(NC(=O)C2CCN(S(=O)(=O)c3ccc4c(c3)NC(=O)C(C)S4)CC2)cc1 (configuration not stated)	i	-5	i	i	i	i	i	-1	0	0	i
COCCNC(=O)C(c1cccc(OC)c1)N(Cc1cccs1)C(=O)Cn1nnc2ccccc21 (configuration not stated)	i	-8	i	i	i	i	i	2	0	x	i
O=C1c2ccccc2C(=O)N1CCc1csc(-c2cccc(F)c2)n1	i	-14	i	i	i	i	i	0	-2	2	i
COc1ccc(C(=O)Nc2ccc(S(=O)(=O)Nc3onc(C)c3C)cc2)c(OC)c1	i	-5	i	i	i	i	i	-4	0	11	i
Cc1ccccc1COc1ccc2oc(C)c(C(=O)O)c2c1	i	-9	i	i	i	i	i	-3	-3	3	i
C[C@@H](C(=O)N1CCN(C(=O)OC(C)(C)C)CC1)n1cc(-c2cn([C@@H](C)C(=O)N3CCN(C(=O)OC(C)(C)C)CC3)nn2)nn1	i	-8	i	x	i	i	i	x	2	x	i
CNC(=O)COc1cccc(C(=O)NCc2ccccc2)c1	i	-4	i	i	i	i	i	-1	-3	1	i
CC/C(=N\O)C(C)(C)/[N+]([O-])=C/c1ccc(Br)cc1	i	-4	i	i	i	i	i	0	3	-3	i
CCOC(=O)Cn1nc(C)c([N+](=O)[O-])c1C	i	-9	i	i	i	i	i	0	-2	6	i

Full records, quoted from the list.
Shown for COCCNC(=O)C(c1cccc(OC)c1)N(Cc1cccs1)C(=O)Cn1nnc2ccccc21 (configuration not stated) → KCNQ1 pot: i; hERG protect: -8; RGS4 inh: i; KCNK3 inh: i; KCNQ1 block: i; RGS4 pot: i; PolyA inhibitor: i; GSK3A inh: 2; GSK3beta inhib: 0; DYRK1A inh: x; KCNK9 inh: i
Shown for O=C1CC(=O)N2N=C(c3ccc([N+](=O)[O-])cc3)SC2=N1 → KCNQ1 pot: i; hERG protect: -2; RGS4 inh: i; KCNK3 inh: i; KCNQ1 block: i; RGS4 pot: i; PolyA inhibitor: i; GSK3A inh: 0; GSK3beta inhib: 2; DYRK1A inh: -4; KCNK9 inh: i

Continuation:
SMILES	KCNQ1 pot	hERG protect	RGS4 inh	KCNK3 inh	KCNQ1 block	RGS4 pot	PolyA inhibitor	GSK3A inh	GSK3beta inhib	DYRK1A inh	KCNK9 inh
OCC[C@@H]1C[C@H](O)[C@@H](O)[C@]2(Cc3ccccc3CO2)O1	i	-8	i	i	i	i	i	-2	1	4	i
CCn1cc2nc(SCC(=O)Nc3ccccc3F)n(Cc3ccccc3)c(=O)c2n1	i	-10	i	i	i	i	i	x	0	-6	i
O=C(Nc1ccccc1N1CCOCC1)c1cc(Br)c(Br)s1	i	-5	i	i	i	i	i	-5	2	-1	i
CCCn1cc(CN2CCCC(C(=O)c3cccc(OC(C)C)c3)C2)c(C)n1 (configuration not stated)	i	-8	i	i	i	i	i	-4	-5	6	i
COc1ccc(C(=O)NCc2ccc3c(c2)cc(C)n3C)cc1OC	i	-13	i	i	i	i	i	-1	0	-6	i
Cn1nnnc1SCC(=O)NCc1cc([N+](=O)[O-])ccc1O	i	-6	i	i	i	i	i	-1	0	-4	i
